High-throughput results (PubChem)
BLM helicase inh: Bloom syndrome helicase (human) inhibition; Potency, µM (titrated, usually from 56.1 µM), inactives show top-dose activity change, negative = inhibition, most hits filed as inhibitors; recombinant BLM DNA unwinding, fluorescence dequenching; 350,000 tested, 0.2% active; P54132;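 further: plate controls were vehicle for no effect and no enzyme for full effect; nearly all actives have a fitted effect of over 35% in size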
GLS inhibitor: blocks human kidney-isoform glutaminase activity. O94925. GLS enzymatic activity, qHTS titration. Potency, µM (titrated, usually from 45.5 µM), for inactives: top-dose activity change, negative = inhibition, most hits filed as inhibitors. 410,000 tested, 0.21% active. AID 624170; further: on the % scale 0 is the no-effect control and ±100 the full control effect
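Coupled fluorescence readout: glutamate oxidase/HRP/Amplex Red detect glutamate formed by hKGA from L-glutamine (1 mM solution added). Buffer 45 mM KH2PO4 pH 8.2, 0.02% Tween-20; reads at t0 and 30 min RT.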
HP1b chromo inh: blocks HP1-beta chromodomain binding to methylated histone tails; Potency, µM (doses to about 114 µM), inactives show at the top dose activity change, negative = inhibition, actives largely listed as inhibitors; AlphaScreen HP1-beta / biotin-H3K9me3 peptide binding; 390,000 tested, 0.56% active; P83916; further: nearly all actives have a fitted effect of over 70% in size; inactives centre near 23
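HP1-beta protein (50 nM final) preincubated 30 min at room temperature with biotinylated H3(1-18)K9me3 peptide (50 nM) in PBS pH 7.4, 0.01% Tween-20, then compound added for 30 min. AlphaScreen streptavidin donor/nickel chelate acceptor beads (10 ug/mL final), 30 min dark, luminescence read.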
G9a block: G9a (human) methyltransferase inhibition; Q96KQ7; G9a H3K9 monomethylation, AlphaScreen, 2 h; Potency, µM (titrated, usually from 102 µM), without a hit: top-dose activity, negative = inhibition, usual class: inhibitors; 350,000 tested, 8.8% active; AID 504332; further: on the % scale 0 is the no-effect control and ±100 the full control effect; nearly all actives have a fitted effect of over 75% in size
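Using a bead-based AlphaScreen, monomethylated H3K9 product from 2 h room-temperature reactions (G9a 20 nM, peptide 500 nM, SAM 20 uM) was detected with 0.5 ug/mL rabbit anti-H3K9me1 antibody.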
BAZ2B block: BAZ2B (human) inhibition. Q9UIF8. AlphaScreen BAZ2B-H3K14Ac peptide displacement. Potency, µM (doses to about 114 µM), for the others: at the highest dose activity change, negative = inhibition, hits mostly inhibitors. 360,000 tested, 4.4% active. AID 504333; further: on the % scale 0 is the no-effect control and ±100 the full control effect; nearly all actives have a fitted effect of over 60% in size
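Inhibition is scored as reduced AlphaScreen emission. The BAZ2B/b-H3(5-23)K14Ac complex (50 nM each) in PBS pH 7.4, 0.01% Tween-20 meets compound (up to 110 uM) for 30 min at RT before bead addition.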
Pin1 inhibitor: blocks the human prolyl isomerase Pin1; Q13526; Pin1 FP peptide displacement, HiFluor488, 10 min; Potency, µM (top dose mostly 115 µM), without a hit: at the highest dose activity, negative = inhibition, usual class: inhibitors; 390,000 tested, 0.009% active; active means well fitted inhibition curve with a large enough effect in the polarisation, with a control signal flat, not every such curve was filed as active; inconclusive means small, poorly fitted or top-dose-only effect, or effect the other way, or a change in a side signal; inactive means no such curve, though single readings can be large or run the other way; the % refers to the polarisation; further: on the % scale 0 is the no-effect control and ±100 the full control effect
JMJD2A Tudor: inhibitors of human JMJD2A Tudor domain; O75164; AID 504339; AlphaScreen JMJD2A-Tudor / H3K4me3 peptide binding; 390,000 tested, 4.4% active; Potency, µM (series often up to 114 µM), inactives show at the highest dose activity change, negative = inhibition, actives largely listed as inhibitors; further: on the % scale 0 is the no-effect control and ±100 the full control effect; nearly all actives have a fitted effect of over 50% in size
POLI inh: inhibitors of human DNA polymerase iota. Q9UNA4. Pol iota fluorescent replication assay, 10 min. Potency, µM (series often up to 115 µM), for the others: at the top dose activity, negative = inhibition, usual class: inhibitors. 390,000 tested, 1% active. AID 588590
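Pol iota at 10 nM preincubated 15 min with compounds at room temperature; reaction started with fluorescent substrate, 50 nM final. Fluorescence read kinetically at 0 and 10 min; buffer-only wells as negative control.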
Tb PGK inh: blocks T. brucei phosphoglycerate kinase; AID 602233; PGK/GAPDH coupled, Kinase-Glo luminescence, 60 min; P07378; Potency, µM (titrated, usually from 57.5 µM), without a hit: at the highest dose activity change, negative = inhibition, actives largely listed as inhibitors; 380,000 tested, 0.043% active; further: on the % scale 0 is the no-effect control and ±100 the full control effect; nearly all actives have a fitted effect of over 60% in size
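Luminescent ATP detection (Kinase-Glo Plus) follows a 60-minute room-temperature incubation, with wells lacking PGK as controls. Buffer: 100 mM TEA (pH 7.6), 5 mM MgCl2, 0.01% Tween-20. Coupling enzyme GAPDH (100 nM final) supplies unstable 1,3-BPG in-well.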
* = called active by the depositor; i = inactive; u = inconclusive; x = no result given; [ ] = another dose, or the depositor's remark. Unless noted, the call rests on the fitted dose curve; in most records, active means well fitted curve in the direction sought with a large enough effect; inconclusive means small, poorly fitted or top-dose-only effect, or another doubt; inactive means no such curve, though single readings can be large; an effect the other way counts as inactive or inconclusive. Potency means the concentration at half of the fitted maximal effect.

#	mol	BLM helicase inh	GLS inhibitor	G9a block	JMJD2A Tudor	HP1b chromo inh
1	Cc1cccc(NC(=O)Cn2cnc3c(cnn3-c3ccc(F)cc3)c2=O)c1C	-4%	11%	-3%	-12%	24%
2	COc1c(C(=O)Nc2nnc(C3CC3)s2)csc1Cl	-7%	12%	39%	-3%	23%
3	COc1ccc(-c2nnc3n2N=C(C)CS3)cc1OC	1%	-9%	-3%[59 µM]	-11%	5%
4	Cn1c(N)c(C(=O)CSc2nnc(N)s2)c(=O)n(C)c1=O	x	-9%	x	u	17%
5	Cc1ccc(CN(C)C2CCN(C)CC2)cc1	1%	2%	x	u	1%
6	CC(NC(=O)CC1CCCCC1)c1ccccc1 (stereo not given)	-2%	-10%	x	-3%	32%
7	COc1cc(OC)nc(Oc2ccc(N)c(C)c2)n1	-6%	2%	6%	-11%	-7%
8	CCCCN(Cc1ccccc1)S(=O)(=O)c1cc(Br)cc2c1N(C(C)=O)C(C)C2 (stereo not given)	-10%	-1%	-1%	-18%	19%
9	CN(/C(=N\S(=O)(=O)c1ccccc1)C(F)(F)F)c1ccccc1	-1%	-2%	x	-17%	13%
10	CN(C)c1ccc(S(=O)(=O)c2ccc(Cl)cc2)cc1	-3%	-1%	-1%	2%	34%
11	Cc1ccc2nc3c(cc(C#N)c(=O)n3-c3nnc(SCc4ccccc4Cl)s3)c(=O)n2c1	0%	-4%	1%[59 µM]	1%	46%[activator]
12	CCOc1nc(-c2ccc(OC)cc2)ccc1-c1noc(C)n1	3%	3%	u	31%	36%
13	Cn1c(C(N)=O)cnc1Sc1ncc(C(F)(F)F)cc1Cl	-2%	1%	-2%	0%	24%
14	Cn1c(N2CCCC2)nc2c1c(=O)[nH]c(=O)n2C	-5%	-1%	14%	-15%	22%
15	COc1ccc(/C=C2\SC(=S)N(CC(=O)OCC(=O)Nc3cc(Cl)cc(Cl)c3)C2=O)cc1	-5%	2%	32µM*	u	-4%

#	POLI inh	Tb PGK inh	Pin1 inhibitor	BAZ2B block
1	-6%	-2%	6%	12%
2	5%	4%	13%	2%
3	7%	14%	-9%	x
4	44%[activator]	-10%	-2%	x
5	108%[activator]	6%	-5%	-5%
6	72%[activator]	-1%	-1%	-2%
7	137%[activator]	i	3%	-2%
8	7%	x	11%	5%
9	15%	-6%	5%	u
10	37%[activator]	i	54%[activator]	-3%
11	23%	x	11%	1%
12	10%	6%	1%	64%[activator]
13	6%	2%	-14%	-3%
14	11%	-3%	-3%	-27%
15	u	3%	10%	-38%

Screen by screen, as entered above.
GLS inhibitor for nos. 5 to 10 → 2%, -10%, 2%, -1%, -2%, -1%

(cont.)
#	mol	BLM helicase inh	GLS inhibitor	G9a block	JMJD2A Tudor	HP1b chromo inh
16	CN(Cc1ccccc1)c1ccc(-c2nc(-c3ccccn3)no2)cc1[N+](=O)[O-]	0%	5%	u	6%	40%[activator]
17	O=C(c1ccc2nc(Cc3ccccc3F)oc2c1)N1CCCC1	-4%	1%	1%	-19%	41%[activator]
18	COc1cccc(-c2csc(N3CCN(C(=S)Nc4ccccc4Cl)CC3)n2)c1	-7%	32%[activator]	u	-27%	0%
19	C#CCNC(=O)C1=C[C@@H](c2ccc3c(c2)OCO3)[C@H](CCCO)[C@@H](OCC)O1	0%	3%	x	-18%	26%
20	CCOc1ccc(N(CC(=O)NCCc2ccccc2)C(=O)c2csnn2)cc1	1%	0%	5%	-5%	12%
21	Cc1ccc(NS(=O)(=O)c2c(C)[nH]c(C)c2C(=O)N2CCCC2)cc1Cl	-2%	-1%	7%	-12%	21%
22	O=C(NCc1ccccc1)C(c1cccs1)N(Cc1cccs1)C(=O)c1cnccn1 (stereo not given)	-3%	1%	-7%[12.7 µM]	-20%	8%
23	CCOC(=O)c1c(S(=O)(=O)NCC(=O)Nc2ccc(OC)cc2)c(C)n(C)c1C	0%	-6%	-3%	-13%	11%[57 µM]
24	O=C(Nc1ccc2c(c1)OCCO2)c1cc2sccc2n1Cc1ccccc1	-9%	-4%	25%[0.501 µM]	-25%	5%

#	POLI inh	Tb PGK inh	Pin1 inhibitor	BAZ2B block
16	-4%	-4%	4%	4%
17	45%[activator]	i	-4%	-3%
18	-34%	-25%	26%	-32%
19	18%	-3%	-3%	-2%
20	-8%	-9%	-1%	20%
21	22%	4%	-3%	-21%
22	36%[activator]	7%	-1%	0%
23	-21%	-5%	-2%	-12%
24	-11%	-10%	7%	u

Quoted from the listing:
GLS inhibitor with O=C(Nc1ccc2c(c1)OCCO2)c1cc2sccc2n1Cc1ccccc1 → -4%
BLM helicase inh with Cc1ccc(NS(=O)(=O)c2c(C)[nH]c(C)c2C(=O)N2CCCC2)cc1Cl → -2%
HP1b chromo inh with CCOC(=O)c1c(S(=O)(=O)NCC(=O)Nc2ccc(OC)cc2)c(C)n(C)c1C → 11%[57 µM]
BAZ2B block with O=C(NCc1ccccc1)C(c1cccs1)N(Cc1cccs1)C(=O)c1cnccn1 (stereo not given) → 0%

Exported as labelled records: part of the list above.
9	CN(/C(=N\S(=O)(=O)c1ccccc1)C(F)(F)F)c1ccccc1
  BLM helicase inh: -1%; GLS inhibitor: -2%; G9a block: x; JMJD2A Tudor: -17%; HP1b chromo inh: 13%; POLI inh: 15%; Tb PGK inh: -6%; Pin1 inhibitor: 5%; BAZ2B block: u
21	Cc1ccc(NS(=O)(=O)c2c(C)[nH]c(C)c2C(=O)N2CCCC2)cc1Cl
  BLM helicase inh: -2%; GLS inhibitor: -1%; G9a block: 7%; JMJD2A Tudor: -12%; HP1b chromo inh: 21%; POLI inh: 22%; Tb PGK inh: 4%; Pin1 inhibitor: -3%; BAZ2B block: -21%
17	O=C(c1ccc2nc(Cc3ccccc3F)oc2c1)N1CCCC1
  BLM helicase inh: -4%; GLS inhibitor: 1%; G9a block: 1%; JMJD2A Tudor: -19%; HP1b chromo inh: 41%[activator]; POLI inh: 45%[activator]; Tb PGK inh: i; Pin1 inhibitor: -4%; BAZ2B block: -3%

The list is partial; rates above refer to the full screens.
